# GRK2 aptamer HTS: blocks RNA aptamer binding to human GRK2; P25098; bead flow cytometry, FAM-aptamer displacement from GRK2; inhibition of aptamer binding, % at 10 µM; 330,000 compounds, 0.59% hits; AID 488847;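 active = inhibition of aptamer binding above 40%, roughly 3 SD of noise, on plates passing a quality check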;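 note: median bead fluorescence of bound FAM aptamer so fluorescent compounds give negative values; no value below 0 was filed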
# Target sequence (P25098 whole entry, looked up): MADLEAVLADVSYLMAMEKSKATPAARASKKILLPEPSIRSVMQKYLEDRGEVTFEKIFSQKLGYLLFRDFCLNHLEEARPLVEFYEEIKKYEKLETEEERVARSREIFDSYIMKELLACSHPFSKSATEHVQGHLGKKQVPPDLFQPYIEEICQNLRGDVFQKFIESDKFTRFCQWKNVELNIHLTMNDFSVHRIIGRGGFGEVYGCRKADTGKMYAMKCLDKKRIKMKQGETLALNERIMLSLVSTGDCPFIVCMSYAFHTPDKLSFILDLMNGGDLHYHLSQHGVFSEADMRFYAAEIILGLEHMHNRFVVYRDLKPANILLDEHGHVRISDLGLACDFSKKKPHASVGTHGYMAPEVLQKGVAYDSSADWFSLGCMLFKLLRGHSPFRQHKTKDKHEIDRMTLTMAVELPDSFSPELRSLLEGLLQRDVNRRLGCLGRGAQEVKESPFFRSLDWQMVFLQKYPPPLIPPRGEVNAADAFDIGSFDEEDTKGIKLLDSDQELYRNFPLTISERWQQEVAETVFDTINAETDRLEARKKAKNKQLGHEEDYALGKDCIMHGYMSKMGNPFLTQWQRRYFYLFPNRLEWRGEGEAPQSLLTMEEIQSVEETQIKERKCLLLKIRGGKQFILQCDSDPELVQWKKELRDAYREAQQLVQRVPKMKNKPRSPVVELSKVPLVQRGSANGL
# MCL1-BIM inh: MCL1-BIM-BH3 interaction inhibition (human); inhibition, % at 10.9 µM; AID 2057; 320,000 compounds, 0.68% hits; GST-MCL1 / FITC-Bim-BH3 fluorescence polarization; Q07820;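 active = inhibition above the mean inhibition of all tested compounds plus 3 SD, set per campaign, cut at about 40% in these data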;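 note: 0% = DMSO wells and 100% = unlabeled Bim-BH3 peptide control; higher means more loss of mP so more displacement of Bim peptide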
# VLA-4 inh: inhibition in a human VLA-4 binding assay; P13612; VLA-4 expressing cells, ligand binding flow cytometry; inhibition, % (about 7 µM as worked out from the volumes in the protocol); 330,000 compounds, 0.2% hits; in the data active = inhibition above about 50%
# AGP1-GFP MLPCN: yeast TOR pathway AGP1-GFP modulation | S. cerevisiae AGP1-GFP multiplex flow cytometry, 3 h; GFP as percent of DMSO wells | GFP response vs DMSO, % at 10 µM | 320,000 compounds, 0.02% hits | AID 2066;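 active = GFP response relative to DMSO above a set limit, near screen average plus 3 SD, cut at about 150% in these data; inconclusive = fewer than 70 cells counted for the yeast strain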;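 note: median GFP channel fluorescence of the gated AGP1 strain per well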
# MEX-5 binding: C. elegans MEX-5 TCR-2 RNA binding activity; Q9XUB2; MEX-5/FITC-TCR2 RNA binding, fluorescence polarization; stronger effect = lower value; activity score (negative = inhibition of binding), % at 10 µM; 300,000 compounds, 0.38% hits;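 active = inhibition past about -25% in most replicates, and total fluorescence under double the plate's negative control median, limit read from the data; inconclusive = replicates evenly split on the limit, or fluorescence at least double controls; inactive = too little inhibition in most replicates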;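 note: 0% = DMSO and -100% = 5 µM competing unlabeled TCR2 RNA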
# GLD-1 RNA inh: GLD-1-TGE RNA interaction inhibition (C. elegans); 320,000 compounds, 0.44% hits; purified GLD-1 + fluorescein TGE RNA, fluorescence polarization; AID 2280; inhibition, % at 5.96 µM;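 active = percent inhibition above a per-plate cutoff, the plate mean of test compounds plus 3 SD, cut at about 30% in these data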;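 note: 0% = DMSO wells with GLD-1 and probe and 100% = wells lacking GLD-1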
# BCLXL inh: inhibitors of human Bcl-xL. 320,000 compounds, 0.7% hits. AID 2129. Q07817. inhibition, % at 10.9 µM. GST-Bcl-xL / FITC-Bim BH3 peptide fluorescence polarization;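 active = inhibition above the mean of all tested compounds plus 3 SD, cutoff set per campaign, cut at about 30% in these data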;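 note: 0% = DMSO wells and 100% = unlabeled Bim-BH3 peptide competitor; inhibitors lower millipolarization by displacing the labeled peptide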
# Target sequence (Q07817 whole entry, looked up): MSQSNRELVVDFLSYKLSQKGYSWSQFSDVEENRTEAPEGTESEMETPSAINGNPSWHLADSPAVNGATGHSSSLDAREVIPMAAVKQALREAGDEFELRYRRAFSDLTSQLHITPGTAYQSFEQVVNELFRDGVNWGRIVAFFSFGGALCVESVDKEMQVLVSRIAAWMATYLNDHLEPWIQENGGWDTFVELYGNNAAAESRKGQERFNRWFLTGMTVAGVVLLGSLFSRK
# CIT2-GFP yeast: modulators of TOR pathway CIT2-GFP in S. cerevisiae; 320,000 compounds, 0.065% hits; S. cerevisiae CIT2-GFP strain, flow cytometry, 3 h; 100 means same as DMSO wells; GFP response vs DMSO, % at 10 µM;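 active = GFP response relative to DMSO above a set limit, near the screen mean plus 3 SD, cut at about 150% in these data; inconclusive = Fewer than 70 cells measured for a yeast strain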;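 note: ratio of well median GFP fluorescence to mean of DMSO wells on the plate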
# Fam108B counter: counter-screen for RBBP9 inhibitors: inhibitors of mouse Fam108B; 300,000 compounds, 0.33% hits; inhibition, % at 9.51 µM; recombinant Fam108B, FP-Rh probe fluorescence polarization;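 active = inhibition above the screen mean inhibition plus 3 SD, computed separately per campaign, cut at about 18% in these data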;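 note: inhibitors lower polarization as less probe binds the enzyme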
# Numbers without * were called inactive; ? = inconclusive; . = not tested or not shown; [ ] = dose if it differs, or a comment.
SMILES,GRK2 aptamer HTS,MCL1-BIM inh,VLA-4 inh,AGP1-GFP MLPCN,MEX-5 binding,GLD-1 RNA inh,BCLXL inh,CIT2-GFP yeast,Fam108B counter
COc1ccc(NC(=O)CSc2nnc(Cc3cccn3C)n2-c2ccc(F)cc2)cc1,0,3,5,102,-4.0,5,-3,97,-3
Cc1cccc(OCC(=O)NCCNC(=O)c2ccccn2)c1,0,3,5,?,-1.6,-7,5,?,-3
Cc1ccc(NC(=O)COC(=O)CNC(=O)c2cccc([N+](=O)[O-])c2)cc1S(=O)(=O)N1CCCCCC1,0,3,-8,87,0.7,9,4,84,-4
COc1ccccc1N=Nc1ccc(O)c2ncccc12,3,23,5,92,-3.3,27,26,149,7
C[n+]1ccc(C(=O)NCCC[N+](C)(C)C)cc1/C=N/O,0,2,-2,87,0.2,4,-5,94,-6
CCN(CC)CCCNC(=O)C1c2ccccc2C(=O)N(CCOC)C1c1ccc(F)cc1 (centres undefined),0,5,-20,113,2.3,1,6,100,0
CCCCNC(=O)COC(=O)CCC(=O)c1ccc(Cl)cc1,2,9,-9,97,-1.8,6,4,98,3
CC(Oc1ccc(Cl)cc1Cl)c1ccn[nH]1 (centres undefined),0,8,4,104,0.7,8,7,93,-1
O=C(Nc1cn(-c2ccccc2)nc1-c1ccc(Cl)cc1)c1ccccc1,0,7,3,96,-1.4,7,7,95,-16
C=C(C)c1cccc(C(C)(C)NC(=O)NC2CCCC2)c1,0,1,0,105,2.5,-1,0,112,7
Cc1ccc(/C([O-])=C(/C(=S)NCc2ccc3c(c2)OCO3)[n+]2ccc(N(C)C)cc2)c(C)c1,1,-4,0,99,1.4,9,5,88,4
COc1ccc2c(c1)C(c1ccc(N3CCOCC3)cc1)=NNC(c1cccnc1)=N2,0,13,0,104,0.4,-4,6,100,4
CCCCCCCNC(=O)c1cc(-c2ccncc2)nc2ccccc12,0,-1,-7,87,2.5,-4,1,92,-1
O=C(Nc1ccccc1Cl)N1CCN(c2ncccn2)CC1,2,14,-4,91,0.0,6,8,100,1
CNC(CC(=O)c1ccc([N+](=O)[O-])cc1)C(Cl)(Cl)Cl (centres undefined),1,6,-457,86,.,1,5,81,6
COc1ccccc1NC(=O)c1cccc(S(=O)(=O)N2CCN(Cc3ccccc3)CC2)c1,0,2,8,98,-1.3,12,-2,87,-1
CS(=O)(=O)c1ccccc1C(=O)Nc1ccc(S(=O)(=O)N2CCCC2)cc1,4,.,10,98,.,4,.,106,.
O=C(CNC(=O)c1cccnc1)N/N=C/c1cccnc1,0,4,11,95,-0.7,4,8,99,-1
Cc1ccc(C)c(N2CCN(CC3CC=CCC3)CC2)c1 (centres undefined),3,-8,36,103,2.7,-7,1,104,-2
NNC(=O)c1csc(-c2ccccc2)n1,1,2,13,99,-0.5,0,1,87,1
Cn1c(=O)c([N+](=O)[O-])c(NCC2CCCO2)c2ccccc21 (centres undefined),1,-3,-3,100,.,15,-1,97,-2
CCOC(=O)c1ccc(NC(=O)NC2CC3CCC(C2)N3Cc2nnnn2C(C)(C)C)cc1 (centres undefined),0,-3,1,104,0.9,11,1,107,-3
COCC(=O)Nc1nc2ccc(C)cc2s1,3,2,-14,102,0.4,4,7,102,-1
CC(OC(=O)/C=C/c1cccs1)C(=O)NC1CCCCC1C (centres undefined),2,-3,-13,101,0.5,-11,-1,92,3
O=C(CCS(=O)(=O)c1ccc(Br)cc1)NCc1ccc(F)cc1,87*,-2,18,101,2.5,-6,-1,96,3

# Three compounds already listed, ordered by the number in MEX-5 binding, low to high:
structure,MEX-5 binding
COc1ccccc1N=Nc1ccc(O)c2ncccc12,-3.3
COc1ccccc1NC(=O)c1cccc(S(=O)(=O)N2CCN(Cc3ccccc3)CC2)c1,-1.3
Cc1ccc(NC(=O)COC(=O)CNC(=O)c2cccc([N+](=O)[O-])c2)cc1S(=O)(=O)N1CCCCCC1,0.7

# Remaining list, next part
SMILES,GRK2 aptamer HTS,MCL1-BIM inh,VLA-4 inh,AGP1-GFP MLPCN,MEX-5 binding,GLD-1 RNA inh,BCLXL inh,CIT2-GFP yeast,Fam108B counter
CCCCOc1ccc(C(=O)Nc2ccc(S(=O)(=O)Nc3cc(C)on3)cc2)cc1OC,1,-5,3,92,0.3,7,3,99,2
COC(=O)C1=C(O)/C(=C\c2cc(C)n(-c3ccccc3C)c2C)N=C1C,0,44*,-25,100,0.8,27,42*,98,-4
O=C(Nc1ccccc1)C1=C[C@H](c2ccccc2)C[C@H](OCCCCO)O1,1,3,18,94,-1.5,0,9,91,3
[O-][n+]1cccc2ncc3cscc3c21,0,-1,-1,105,0.2,0,5,105,-2
COc1ccc(-c2noc(COC(=O)c3ccco3)n2)cc1OC,0,2,-1,89,.,-1,-6,89,.
COc1ccc(C(=O)N2CCN(C(=O)Cc3ccccc3)CC2)cc1OC,1,6,8,95,-0.2,2,10,96,5
CC(=O)Nc1ccc(NC(=O)COC(=O)Cn2cnc3ccccc32)cc1,0,.,-15,104,.,7,.,106,.
COc1ccc(CCCC(=O)NC(C)c2ccccc2)cc1 (centres undefined),2,6,36,103,0.7,10,4,103,4
CCN(CC)CCCCOc1ccccc1OC,1,-1,6,22[may fluoresce violet],2.7,3,2,?,1
CCOc1cc(N2CCOCC2)c(OCC)cc1NC(=O)COC(=O)/C=C/c1ccc(OC(F)F)cc1,0,0,4,108,-0.2,-1,0,100,0
CCCCn1c(N)c(N(CCOC)C(=O)c2cc(S(=O)(=O)N3CCOCC3)ccc2F)c(=O)[nH]c1=O,0,-24,10,103,0.2,-2,-3,99,0
S=C(NCC1CCCO1)NC1CCCC1 (centres undefined),0,-8,2,112,-0.9,-2,-4,121,0
Cc1nc(C)c(-c2ccc(SCC(=O)Nc3cccc(Cl)c3C)nn2)s1,5,9,-2,92,-4.2,1,8,94,-2
COc1cc(SC)ccc1C(=O)Nc1ccc(Br)cn1,2,5,10,110,-1.3,7,1,99,0
COC(=O)/C=C1\SC(=Nc2ccc(Cl)c(Cl)c2)NC1=O,1,-2,-3,104,0.2,7,-2,105,-12
CCCCNC(=O)Nc1nnc(SCC(=O)OCC)s1,0,-13,7,105,-3.3,0,-4,114,2
COc1cc(N)ccc1NC(=O)c1cccs1,1,3,1,97,-0.2,4,7,94,3
NC(=O)C1CCN(C(=O)COc2ccc(S(=O)(=O)NC3CCCC3)cc2)CC1,3,2,-1,86,-3.3,0,1,87,2
COc1ccc(C(C)=O)cc1CSc1nnc(C)n1-c1ccccc1,17,-17,19,101,2.4,-9,-7,106,0
O=C(COC(=O)/C=C/c1ccccc1[N+](=O)[O-])Nc1ccc2[nH]c(=O)[nH]c2c1,0,.,4,100,.,-4,.,105,.
CC1Cn2c(nnc2-c2cccs2)S1 (centres undefined),0,-2,30,102,-3.0,-2,2,106,-7
CCC(=O)Nc1cc(Cl)ccc1N1CCN(C(=O)CC)CC1,1,2,8,106,-1.3,1,3,100,-1
CC1=C([N+](=O)[O-])C(c2ccc(Cl)cc2)NC(=O)N1C (centres undefined),0,4,19,87,0.4,6,3,90,1
O=C(CN(C(=O)c1csnn1)c1ccc(Br)cc1)NC1CCCC1,0,10,10,109,-1.0,-2,5,102,2
CCOc1ccccc1NC(=O)N1CCCC1C(=O)NCc1cccs1 (centres undefined),0,2,-1,99,0.6,-1,-1,100,-2

# The list goes on:
SMILES,GRK2 aptamer HTS,MCL1-BIM inh,VLA-4 inh,AGP1-GFP MLPCN,MEX-5 binding,GLD-1 RNA inh,BCLXL inh,CIT2-GFP yeast,Fam108B counter
CN(C)N=Nc1ccc(S(=O)(=O)/N=C(\O)c2ccccc2)cc1,0,-3,1,101,-0.1,10,2,104,0
O=C(Cn1cnc2c(nnn2Cc2ccc(F)cc2)c1=O)NCC1CCCO1 (centres undefined),2,11,-4,73,1.4,-4,3,78,8
Nc1cc(Cl)c(N)cc1Cl,0,5,3,107,1.3,8,5,86,-1
CCOC(=O)N1CCN(C(=O)c2ccccc2Oc2ccccc2)CC1,1,-1,13,98,2.3,1,4,98,-4
O=C(N/N=C/C=C\c1ccccc1[N+](=O)[O-])c1cc(-c2ccccc2)nc2ccccc12,0,11,-3,93,-0.4,-1,1,103,-14
Cc1ccnc(N2C(=O)c3ccccc3C2Nc2ccccc2Cl)c1 (centres undefined),0,1,-19,90,0.4,-2,9,100,0
O=C(O)C(c1ccccc1)N1C(=O)/C(=C\c2ccc(-c3ccccc3Cl)o2)SC1=S (centres undefined),0,-70,-6,99,-8.3,-143,-49,107,5
O=C(NCCCCc1ccccc1)c1cccc([N+](=O)[O-])c1,7,-1,0,93,-1.2,-2,2,93,-1
O=C(c1ccccc1)C(C(=O)N1CCc2ccccc2C1)n1ccccc1=O (centres undefined),4,-4,7,101,4.5,2,5,101,2
Cc1ccc(S(=O)(=O)N(CC(=O)Nc2cccc(C(F)(F)F)c2)C(=O)N2CCN(C)CC2)cc1,0,-1,-11,113,0.2,7,3,111,2
CC(=O)N=c1sccn1CC(O)c1ccc(Br)cc1 (centres undefined),0,-3,9,95,-1.5,5,7,96,-2
C=CCOc1cccc(C2C(C(=O)c3ccco3)=C(O)C(=O)N2Cc2ccco2)c1 (centres undefined),1,8,7,97,-5.1,0,1,100,-3
CNC(=O)C(C#N)(Cc1cc(C(C)=O)ccc1OC)Cc1cc(C(C)=O)ccc1OC,0,-10,-4,95,1.0,0,-6,99,11
COc1ccc(C)cc1NC(=O)Cn1c(=O)oc2ccccc21,1,-2,44,98,1.9,-4,4,95,2
CCCCN(C(=O)CNC(=O)c1cccs1)C(C(=O)NC1CCCC1)c1ccncc1 (centres undefined),1,-6,16,107,0.9,-2,0,101,2
Cc1cc(C)n(S(=O)(=O)c2ccccc2[N+](=O)[O-])n1,0,4,3,92,-3.7,4,3,98,-4
Cc1ccc2c(c1)N(CCCC(=O)NCc1ccc3c(c1)OCO3)C(=O)CO2,0,4,-16,98,2.5,1,7,100,7
O=C(/C=C/c1cccc2ccccc12)NCCC1=CCCCC1,0,-3,18,99,-0.3,-10,-2,100,-2
COc1ccccc1/C=C1\SC(=O)N(CC(=O)N(C)C2CCS(=O)(=O)C2)C1=O (centres undefined),2,6,7,102,1.1,-5,7,101,3
Cc1ccccc1N1C(=O)c2ccccc2N2C(=O)c3ccccc3C12 (centres undefined),0,-3,27,77,2.3,-4,3,107,-3
CC(C)c1ccc(/C=N/NC(=O)c2cccc(Cl)c2)cc1,4,5,13,97,-0.5,5,5,95,-18
Cc1ccccc1N(C(=O)CNC(=O)c1ccco1)C(C(=O)NC1CCCC1)c1ccncc1 (centres undefined),2,-1,-4,95,1.9,-2,6,98,1
COc1c(Cl)cc(Cl)cc1C(=O)Nc1ccc(C(=O)O)cc1,0,-2,-1,92,0.8,8,7,90,0
Cc1nc(-c2nnc(SCC(=O)Nc3ccc(C(F)(F)F)cc3)n2C)cs1,4,4,2,.,-0.6,0,3,.,0
COc1ccc(-n2cnnc2SCC(=O)Nc2cccc([N+](=O)[O-])c2)cc1,0,0,10,107,-0.1,-12,2,.,-1

# BCLXL inh: what is marked active above.
molecule,GRK2 aptamer HTS,MCL1-BIM inh,VLA-4 inh,AGP1-GFP MLPCN,MEX-5 binding,GLD-1 RNA inh,BCLXL inh,CIT2-GFP yeast
COC(=O)C1=C(O)/C(=C\c2cc(C)n(-c3ccccc3C)c2C)N=C1C,0,44*,-25,100,0.8,27,42*,98

# Screening data (PubChem)
